# Compound activity (PubChem)
# RBBP9 inhibitor: blocks human serine hydrolase RBBP9. O75884. recombinant RBBP9, FP-Rh probe fluorescence polarization. inhibition, % at 7.94 µM. 0.2% of 220,000 active. AID 1515;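 active = inhibition above the campaign mean of all tested compounds plus 3 SD, cut at about 14% in these data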;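 note: plate controls were DMSO wells with RBBP9 for no effect and wells lacking RBBP9 protein for full effect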
#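 Controls: DMSO-treated enzyme wells and wells lacking RBBP9 | Material: RBBP9 protein | Technique: Fluorescence polarization | Replication: Single well per compound, no replicates | Buffer or medium: Tris-NaCl-Pluronic buffer, pH 8.0 | Timing: 30 min compound preincubation, 45 min probe labeling, 25 °C | Read-out basis: Percent inhibition from mP, scaled between DMSO and no-protein wells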
# Runt-CBFb FRET: Runt domain-CBFb interaction inhibition; Q01196+Q13951; 0.46% of 220,000 active; inhibition, % at 20 µM; Cerulean-Runt/Venus-CBFb FRET ratio 530/480, 1 h;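 active = inhibition over about 50% at 20 µM in the single-dose screen, limit read from the data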;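 note: 0% = DMSO wells and 100% = excess unlabeled CBFb competitor control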
#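 Assay system: Cerulean-tagged RUNX1 Runt domain (FRET donor) fusion protein / Amount: 100 nM each of Venus-CBFb and Cerulean-Runt domain / Medium: Tris buffer pH 7.5 with salts and BSA / Also added: Venus-CBFb 100 nM / Schedule: 1 h complex formation plus 1 h compound treatment, room temperature / Signal: FRET fluorescence / Read-out: loss of energy transfer signal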
# zVAD death inh: blocks zVAD induced death of L929 cells | L929 zVAD necroptosis rescue, ATP luminescence, 24 h; with zVAD 60 µM | viability rescue, % at 10 µM | 0.38% of 220,000 active | AID 1377;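 active = activation, scaled between plate controls, above about 75%, limit read from the data; inactive = activation under that limit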;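 note: 0% = zVAD with DMSO and 100% = DMSO alone without zVAD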
# Runt-SMMHC FRET: inhibitors of human RUNX1 Runt domain binding to CBFb-SMMHC | Q01196+Q13951 | Cerulean-Runt/Venus-CBFb-SMMHC FRET ratio 530/480, 1 h | inhibition, % at 20 µM | 0.74% of 220,000 active | AID 1434;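 active = mean inhibition across duplicate retests at 20 µM reaching about 50%, limit read from the data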;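 note: 0% = DMSO wells and 100% = wells with excess untagged CBFb-SMMHC; inhibitors lower the FRET ratio by blocking Runt binding to CBFb-SMMHC; some results filed as inactive read as strong as hits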
# EP2 antag: inhibitors of human EP2 prostaglandin E2 receptor. P43116. C6 glioma cells expressing human EP2, cAMP TR-FRET; cells stimulated with saturating PGE2. inhibition, % at 25 µM. 0.52% of 260,000 active. AID 1422;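 active = percent inhibition above 40 after rounding to a whole number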;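 note: rat C6 glioma host cells with rolipram phosphodiesterase inhibitor present; the protocol text gives 20 µM as final concentration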
# Hck-Nef inh: inhibitors of human Hck kinase activated by Nef; P08631; Recombinant Hck-YEEI plus Nef, Z-Lyte FRET kinase assay; inhibition, % at 20 µM; 0.68% of 220,000 active; AID 463187;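 active = Hck-Nef kinase inhibition above about 50%, limit read from the data; inactive = inhibition below that limit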;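 note: 0% = DMSO with Hck plus Nef and 100% = Hck alone without Nef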
# PERK inhibitor: blocks human PERK kinase; inhibition, % at 5.6 µM; 0.17% of 220,000 active; CHO PERK-DD fusion, SEAP luminescence translation reporter; Q9NZJ5;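 active = inhibition above the mean inhibition of all tested compounds plus 3 SD, set separately per screening campaign, cut at about 2.9% in these data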;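 note: PERK kinase domain activated by AP20187 dimerizer at 100 nM; 0% = DMSO with dimerizer and 100% = rapamycin at 8.4 µM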
# Target sequence (Q9NZJ5 whole entry, looked up, the tested form may be a part): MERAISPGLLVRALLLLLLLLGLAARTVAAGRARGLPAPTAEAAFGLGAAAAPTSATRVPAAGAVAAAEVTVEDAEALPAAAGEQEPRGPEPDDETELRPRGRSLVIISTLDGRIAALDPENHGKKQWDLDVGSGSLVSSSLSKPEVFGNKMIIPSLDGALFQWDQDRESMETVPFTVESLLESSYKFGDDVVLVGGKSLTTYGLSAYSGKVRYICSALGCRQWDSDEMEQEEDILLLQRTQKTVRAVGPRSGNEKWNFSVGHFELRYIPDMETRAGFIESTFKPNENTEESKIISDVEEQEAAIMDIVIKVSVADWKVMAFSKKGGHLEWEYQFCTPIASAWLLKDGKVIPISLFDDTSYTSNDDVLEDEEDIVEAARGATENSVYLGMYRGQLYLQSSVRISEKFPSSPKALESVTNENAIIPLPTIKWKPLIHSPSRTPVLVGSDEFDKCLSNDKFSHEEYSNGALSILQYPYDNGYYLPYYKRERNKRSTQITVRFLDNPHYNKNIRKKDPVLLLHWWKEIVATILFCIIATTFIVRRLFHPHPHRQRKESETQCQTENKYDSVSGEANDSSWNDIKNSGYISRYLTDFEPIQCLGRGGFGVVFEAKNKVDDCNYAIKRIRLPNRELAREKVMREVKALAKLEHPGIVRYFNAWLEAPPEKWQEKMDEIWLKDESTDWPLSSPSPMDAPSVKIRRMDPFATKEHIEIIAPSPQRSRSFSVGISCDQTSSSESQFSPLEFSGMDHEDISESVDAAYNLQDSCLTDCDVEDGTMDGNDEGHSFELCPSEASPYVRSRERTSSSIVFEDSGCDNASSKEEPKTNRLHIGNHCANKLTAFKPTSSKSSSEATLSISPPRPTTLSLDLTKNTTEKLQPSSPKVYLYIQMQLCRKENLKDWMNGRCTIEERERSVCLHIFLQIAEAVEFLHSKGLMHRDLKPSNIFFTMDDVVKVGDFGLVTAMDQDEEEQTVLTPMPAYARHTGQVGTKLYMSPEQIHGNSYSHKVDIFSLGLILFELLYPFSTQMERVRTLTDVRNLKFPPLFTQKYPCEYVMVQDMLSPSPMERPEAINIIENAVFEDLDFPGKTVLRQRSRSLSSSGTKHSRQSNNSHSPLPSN
# EP2 mod: modulators of human EP2 prostaglandin E2 receptor | P43116 | 0.83% of 260,000 active | AID 940 | induction, % at 25 µM | EP2-expressing cells, cAMP HTRF FRET, PGE2 co-stimulation;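 active = compounds whose cAMP rise, as percent of the full-agonist control response, exceeds 60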;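 note: rat C6 glioma line stably carrying human EP2 under a CMV promoter; the protocol text gives 20 µM as final concentration; 100% = response of wells given 1 µM PGE2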
# TNF death inh: inhibitors of TNF-alpha induced necroptosis in Jurkat FADD-/- cells; Jurkat FADD-/- TNF necroptosis rescue, ATP luminescence, 24 h; 0 = TNF only, 100 = no-TNF cells; activation (protection from cell death), % at 10 µM; 0.068% of 220,000 active;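 active = activation, meaning protection from cell death, of at least 50% relative to plate controls; inactive = activation below 50%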;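 note: necroptosis triggered by 40 ng/mL TNF-alpha added together with compound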
# Active calls of the source: *; · = no result given; & = joins results of further samples. An excerpt (hit frequency here may not be typical).
SMILES,RBBP9 inhibitor,Runt-CBFb FRET,zVAD death inh,Runt-SMMHC FRET,EP2 antag,Hck-Nef inh,PERK inhibitor,EP2 mod,TNF death inh
COc1cccc(C(=O)NC(=S)Nc2nnn(C)n2)c1,-5,15,0.5,2,12,9,1.3,25,0.4
O=C(CN1CCN(S(=O)(=O)c2ccc(Br)cc2)CC1)N/N=C/c1ccncc1,0,-2,1.2,-7,13,2,0.1,-1,0.7
CSc1nsc(SCC(=O)N2CCc3ccccc32)n1,-2,2,-0.3,-4,20,-7,-0.8,15,1.0
Cc1ccnc(NS(=O)(=O)c2ccc(CC(C)C)cc2)c1,-5,0,0.2,0,16,5,-0.7,4,0.1
Cc1c(C(=O)N2CCOCC2)oc2c1C(=O)CC(C)(C)C2,-6,1,0.5,-1,7,-5,0.6,-5,0.1
Cc1ccc(S(=O)(=O)Oc2ccc(/C=C(/NC(=O)c3ccccc3)C(=O)NCC(=O)O)cc2)cc1,-15,-6,4.3,17,4,31,-1.1,-19,2.4
CC(/C=N/NC(=O)Cc1cccn1C)=C\c1ccccc1,-6,-3,0.7,6,5,2,0.7,-1,-0.1
O=C1/C(=C/c2ccc(O)c(O)c2)SC(=S)N1Nc1ccccc1,-66,-21,1.2,-59,6,22,-0.2,-27,-5.5
CC(C)C(=O)N1CCN(c2nc(-c3ccc(Cl)cc3)cs2)CC1,-3,1,0.1,1,11,26,-0.1,-23,-0.2
O=C(NCC1CCCO1)c1csc(Nc2cccc3ccccc23)n1 (stereo not given),-10,·,2.6,·,21,19,-0.1,-98,-0.5
COC(=O)C1C(=O)OC(C)(C)C1C(C)C(=O)c1ccc(C)cc1C (stereo not given),6,-1,0.2,-1,9,-15,0.3,7,-0.7
N#C/C(C(=O)NCc1ccccc1)=C1/SC(Cc2ccc(Cl)cc2)C(=O)N1c1ccccc1 (stereo not given),-10,-4,·,-3,4,4,-0.7,17,0.3
O=C1CC(c2ccc(F)cc2)Sc2ccccc2N1 (stereo not given),5,-1,0.1,1,7,6,1.6,29,-2.4
CCc1nc(N2CCCCC2C(=O)O)c2oc3ccccc3c2n1 (stereo not given),-8,-1,-0.6,11,6,8,-1.1,-16,0.7
CC(N=C1NS(=O)(=O)c2ccccc21)C(=O)NCc1ccc2c(c1)OCO2 (stereo not given),-11,0,-0.2,4,3,-22,-0.4,1,0.4
COc1ccc(NC(=S)NC2CCS(=O)(=O)C2)cc1 (stereo not given),-7,0,-0.3,4,11,-1,0.7,15,-1.3
Cc1cccc(-n2c(CNC(=O)c3cccc([N+](=O)[O-])c3C)n[nH]c2=S)c1,-6,2,-0.2,6,1,-24,0.8,16,-0.4
CC(=O)c1cccc(NC(=O)NC2CCCc3ccccc32)c1 (stereo not given),-3,-1,26,1,9,2,0.2,-30,1.1
CCCCNS(=O)(=O)c1ccc2nc(-c3cccnc3)cc(C(=O)NC(C)CC)c2c1 (stereo not given),-2,-5,·,-3,5,-9,0.2,3,-2.5
COc1ccc(/C=C/c2nnc(NC(=O)COc3ccc(C)cc3)s2)cc1,-8,2,4.0,6,5,6,1.0,13,1.1

# Continued; it opens with the two that closed the last part.
SMILES,RBBP9 inhibitor,Runt-CBFb FRET,zVAD death inh,Runt-SMMHC FRET,EP2 antag,Hck-Nef inh,PERK inhibitor,EP2 mod,TNF death inh
CCCCNS(=O)(=O)c1ccc2nc(-c3cccnc3)cc(C(=O)NC(C)CC)c2c1 (stereo not given),-2,-5,·,-3,5,-9,0.2,3,-2.5
COc1ccc(/C=C/c2nnc(NC(=O)COc3ccc(C)cc3)s2)cc1,-8,2,4.0,6,5,6,1.0,13,1.1
Cc1ccc(P(C)(=O)c2ccc(C)cc2)cc1,-11,-1,1.4,0,18,-24,-0.8,22,1.6
CC1CCN(c2cc(N(C)CCO)c([N+](=O)[O-])c3nonc23)CC1,-9,-11,-0.3,-14,3,24,0.2,-7,-3.3
Cc1c(Cl)c([N+](=O)[O-])nn1CCCC(=O)O,-15,1,2.7,-5,0,24,0.1,15,-0.1
CCOc1ccc(S(=O)(=O)Nc2ccc(C(=O)N/N=C(\C)c3ccc(-n4ccnc4)cc3)cc2)cc1,-11,0,0.0,-4,7,1,-0.8,-41,-0.9
CCOC(=O)NN1C(=O)c2ccccc2NC12CCCC2,-6,·,1.5,2,10,5,2.4,24,-0.3
Cc1[nH]c2ccc3ncccc3c2c1C,-3,-2,2.3,2,11,6,0.6,-32,-0.9
CCCN(CCC)C(=S)NC(=O)c1ccc(-c2ccccc2)cc1,-6,3,-0.4,-1,5,2,-1.5,-11,-3.9
Cc1ccccc1OCCNC(=O)CNC(=O)c1ccccc1O,-6,-1,0.0,2,8,2,1.4,10,-0.4
Cn1c(=O)c2c(nc(OCc3ccc4c(c3)OCO4)n2Cc2ccccc2Cl)n(C)c1=O,3,1,-0.2,-1,17,2,1.7,10,-3.1
CCc1ccc(NC(=O)C(C)OC(=O)c2cc(=O)[nH]c3ccc(S(=O)(=O)Nc4ccc(F)cc4)cc23)cc1 (stereo not given),-9,-12,1.4,-34,3,2,1.8,15,0.9
O=C(N/N=C/c1cccc(F)c1)c1cc(-c2ccco2)nc2ccccc12,-6,-1,0.1,-19,10,26,-0.1,-5,-11
COC(=O)c1c(C)oc2ccc(N(C(=O)Oc3ccccc3)S(=O)(=O)c3ccccc3)cc12,-8,3,0.0,4,7,3,-0.1,19,2.5
O=C1NC(=O)[C@@H]2C3c4ccccc4C=CN3[C@H](C(=O)c3cccs3)[C@H]12 (stereo not given in full),-1,-2,0.2,-13,27,3,0.4,-27,-8.0
COc1cccc(N=c2oc3cc(O)ccc3cc2C(=O)NCC2CCCO2)c1 (stereo not given),-1,52*,69,90*,12,82*,0.5,8,2.1
Cc1ccc(S(=O)(=O)N2CCOCC2)cc1NC(=O)COC(=O)c1ccc(OCc2c(C)noc2C)cc1,-4,-4,0.3,2,2,5,-0.1,-28,0.3
CCCCC(=O)Nc1ccc(C(=O)N2CCCC(C(=O)OCC)C2)cc1 (stereo not given),-11,2,1.3,2,7,2,-1.1,22,0.7
COC(=O)Cc1csc(NC(=O)CSc2nnc3ccccn23)n1,-4,-41,2.6,-4,7,-7,1.2,11,0.3
Cc1ccnc(SCCn2c(N3CC(C)CC(C)C3)nc3c2c(=O)n(C)c(=O)n3C)n1 (stereo not given),0,-2,-0.3,3,4,0,-0.2,-16,-1.5
CC(C)c1ccccc1NC(=S)NC1CCCCC1,-7,1,-0.7,1,5,8,1.3,-10,-9.9
CC(C)CN(CCCNC(=O)CN1C(=O)CSc2ccc(S(=O)(=O)N3CCOCC3)cc21)CC(C)C,-10,-2,-1.2,0,9,-24,-0.4,-2,1.1
c1cncc(CN=C2Nc3ccccc3CS2)c1,0,-1,-0.2,0,2,24,0.9,-34,2.3
CCCCOc1ccccc1NC(=O)Cn1c(-c2nonc2N)nc2ccccc21,-5,2,-2.0,6,12,3,0.4,13,-14
CC(=O)Nc1cccc(OCc2c(F)cccc2Cl)c1,7,0,0.4,2,3,17,0.4,-6,-3.0
O=c1[nH]c(NCCO)nc2c1C1(CCCC1)Cc1ccccc1-2,-4,·,0.2,0,9,0,0.5,27,-0.2
c1cn(CCCNc2ncnc3sc4c(c23)CCC4)cn1,-13,1,0.5,-4,19,-7,-2.2,25,3.0
COC(=O)c1nn(-c2ccc(OC)cc2)c(=O)cc1O,4,2,0.8,31,4,21,0.0,-8,0.9
Cc1ccc(C(=O)NCCCNCCCN(C)C)cn1,-10,0,-0.5,2,0&9,-1,0.2,25&-11,0.3
CCC(C)(C)NC(=O)C(c1ccc(OC)cc1)N(CCOC)C(=O)CCC(=O)Nc1nccs1 (stereo not given),-2,3,1.2,-6,9,22,0.2,33,-0.1
FC(F)(F)c1ccc(C2[C@H]3CN(Cc4cccnc4)[C@H](c4ccccc4)C34CC2(c2cccnc2)C4)cc1 (stereo not given in full),·,-10,-0.5,0,15,24,·,4,-1.2
COc1ccc(NC(=O)CSc2nc3ccsc3c(=O)n2CCCCCC(=O)O)cc1,-6,-2,6.0,-1,5,-1,0.6,32,-0.1
Cc1cc(-c2nnc(CCC(=O)N3CCN(Cc4cccnc4)CC3)o2)c(C)o1,2,-2,0.0,-1,2,8,-0.3,15,-0.6
CCOC(=O)Cn1cnc2c(nnn2-c2ccc(C)cc2)c1=O,-10,0,1.0,1,4,6,1.0,0,-0.4
CC(=O)N(CC(=O)Nc1nn(-c2ccccc2)nc1C(N)=O)Cc1ccccc1,10,0,1.0,-4,1,3,-1.3,-14,-4.3
COc1cc(NC(=O)c2ccco2)c(OC)cc1NC(=O)c1cc(OC)c(OC)c(OC)c1,-1,-1,0.8,2,5,0,-1.6,12,-8.9
O=C(Nc1cnccn1)c1cccc(C(F)(F)F)c1,4,-1,1.6,0,8,-9,0.9,1,0.0
Cn1c(N2CCN(C(=O)C34CC5CC(CC(C5)C3)C4)CC2)nc2ccccc21,·,2,·,3,17,·,·,-46,·
CC(=O)N(C)c1ccc(NC(=O)Nc2ccc(C)c(C)c2)cc1,-5,1,77*,5,11,8,0.5,-20,-1.7
Cc1ccc(OCCNC(=O)/C=C/c2ccc([N+](=O)[O-])cc2)cc1C,-6,·,-0.2,-6,10,2,1.0,-39,-1.9
Cc1ccc(-c2nn(-c3ccccc3)cc2C2CC(c3cccs3)=NN2C(=O)CCC(=O)O)cc1 (stereo not given),-9,-13,0.0,-3,·,5,-0.3,12,-1.6
O=C(NCc1ccccc1)c1onc(CSc2ccc(Cl)cc2)c1C(=O)NCc1ccccc1,·,0,1.0,3,22,24,·,27,2.9
CC1CCCN(C(=O)c2ccc3c(c2)C(=O)N(CCC2=CCCCC2)C3=O)C1 (stereo not given),-4,-4,·,-3,8,-14,-1.1,-2,4.6
CCN(CCn1cccn1)C(=O)CC1C(=O)NCCN1Cc1cc(OC)cc(OC)c1 (stereo not given),-9,0,-0.8,-2,6,2,0.4,13,-0.4
O=C1CCCC(O)=C1N=Nc1ccc2c(c1)OCO2,-3,-10,-1.1,-21,9,3,0.5,4,-0.8
O=C(CN1CCN(Cc2ccc(F)cc2Cl)C1=O)NCCc1ccc(Cl)cc1,1,-4,-1.6,2,11,3,-1.9,-3,0.8
O=C1NC(=O)/C(=C\c2ccc(Sc3ccc(Cl)cc3)o2)N1,-4,8,-0.3,0,8,4,0.2,7,-2.2
Nc1nc(Nc2ccc(Cl)cc2)nc(NCCO)c1[N+](=O)[O-],-2,0,0.4,2,4,36,0.2,-23,-4.6
O=S(=O)(Nc1ccc(O)c(CN2CCCCC2)c1)c1ccccc1,-3,1,0.8,4,8,1,-1.0,-8,-1.9
COc1ccccc1NC(=O)CCN1C(=O)C2CC=C(Cl)CC2C1=O (stereo not given),3,0,0.2,-6,11,-1,0.0,-1,-0.1
O=C1CCCc2c1sc1nc3n(c(=O)c21)CCCCC3,-1,-2,-0.4,2,10,-22,0.7,5,0.9
